Source: PubChem
Shn3 inh set2 = inhibitors of Schnurri-3 3'UTR reporter in osteoblasts | Clone20 osteoblast Shn3 3'UTR firefly luciferase, 24 h | inhibition, % at 12.5 µM | actives 0.52% (n = 360,000) | AID 588674;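 active = mean inhibition of at least 75% with every replicate also reaching 75%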;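 note: 0% = median of neutral control wells and 100% = pilot-screen positive control compound; some compounds past the cut are filed as inactive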
CF NFkB inh = blocks PAF-induced NF-kB reporter in cystic fibrosis cells; KKLEB NF-kB-GFP reporter, GFP fluorescence overnight; inhibition, % at 5 µM; actives 0.86% (n = 360,000);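 active = at least 50% inhibition at 5 µM, scaled per plate between neutral and stimulator controls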;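 note: PAF is a Pseudomonas aeruginosa culture filtrate used as stimulus; plate controls were PAF-stimulated DMSO wells for no effect and unstimulated DMSO wells for full effect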
iPSC survival up = enhancers of human iPSC single-cell survival; AID 602274; hiPSC single-cell survival, ATPlite luminescence; 100% = ROCK inhibitor wells, 0% = DMSO; survival enhancement, % at 20 µM; actives 0.044% (n = 360,000); in the data active = survival enhancement above about 18%;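 note: cells exposed to compounds for 16 hours before the ATP read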
KKLEB tox = counter-screen for CF NF-kB inhibitors: cytotoxicity | KKLEB CF airway cells viability, ATPlite luminescence, overnight; hits give low values; cells stimulated with P. aeruginosa culture filtrate | activity change (cytotoxicity), % at 5 µM | actives 0.36% (n = 360,000);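 active = corrected activity change at or below -50% at 5 µM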
NR2E3 ag-1 = activates human NR2E3 receptor | AID 602229 | inhibition of corepressor binding, % at 3.98 µM | Q9Y5X4 | CHO-S Gal4-NCOR/VP16-NR2E3 two-hybrid, luciferase | actives 0.35% (n = 360,000);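 active = inhibition above the mean of all tested compounds plus 3 SD, cut at about 70% in these data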;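 note: 0% = DMSO with NR2E3 transfected cells and 100% = cells lacking NR2E3 construct; higher means lower luciferase signal from less NR2E3 corepressor binding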
Target sequence (Q9Y5X4 whole entry, looked up, the tested form may be a part): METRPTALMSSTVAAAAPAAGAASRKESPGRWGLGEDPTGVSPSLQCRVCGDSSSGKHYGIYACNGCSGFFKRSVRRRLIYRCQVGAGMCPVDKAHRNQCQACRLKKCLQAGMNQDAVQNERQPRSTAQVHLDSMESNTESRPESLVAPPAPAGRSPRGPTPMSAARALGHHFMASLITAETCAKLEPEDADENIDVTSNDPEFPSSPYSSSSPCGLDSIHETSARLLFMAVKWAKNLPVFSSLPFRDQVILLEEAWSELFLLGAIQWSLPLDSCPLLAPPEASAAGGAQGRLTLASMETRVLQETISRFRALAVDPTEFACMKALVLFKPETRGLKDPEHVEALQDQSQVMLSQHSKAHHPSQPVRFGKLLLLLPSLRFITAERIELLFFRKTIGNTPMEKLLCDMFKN
LMP1 NFkB inh = reduces LMP1-driven NF-kappaB luciferase signal; LMP1-induced NF-kappaB luciferase reporter cells, luminescence; inhibition, % at 12.5 µM; actives 0.69% (n = 350,000); in the data active = inhibition above about 41%;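 note: 0% = neutral control wells and 100% = reference inhibitor control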
Peg3 prom inh = reduces Peg3 promoter-driven luciferase expression in HeLa; HeLa PEG-Prom luciferase reporter, luminescence, overnight; inhibition, % at 20 µM; actives 1.7% (n = 360,000); AID 588405;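 active = inhibition of at least 50% at 20 µM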
NR2E3 ag-2 = activates human photoreceptor nuclear receptor NR2E3; GST-NR2E3/biotin-RetCOR TR-FRET, 1536-well; inhibition of corepressor binding, % at 4.78 µM; actives 0.12% (n = 320,000); AID 2300;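 active = percent inhibition above the cutoff of mean plus 3 SD of all tested compounds, set per screening campaign, cut at about 20% in these data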;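 note: 0% = DMSO wells and 100% = biotin wells as full block of FRET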
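Material: NR2E3–RetCOR corepressor complex | Quantity: 1.35 nM GST-tagged NR2E3 final | Schedule: 5 h at 4 °C | Replication: Singlicate compound wells | Reagent: RetCOR corepressor, biotinylated, 7 nM | Controls: Biotin wells as high control, 0.6% DMSO wells as low control | Signal: TR-FRET, Eu(K)-anti-GST donor, streptavidin-D2 acceptor, ex 340, em 617/671 nm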
MITF TRPM1 inh = MITF TRPM1 promoter inhibition in SK-MEL-5 cells; inhibition, % at 12.5 µM; actives 0.83% (n = 330,000); SK-MEL-5 TRPM1 promoter luciferase, 24 h;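 active = mean inhibition across replicates of 60% or more, whatever share of single replicates reaches that level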; note: values of inactives mirror those of a sister screen read the other way
TRAIL sens C8 = caspase-8 TRAIL sensitization. inhibition (viability loss, TRAIL sensitization), % at 10 µM. NB7+C8 cells + TRAIL, ATPlite viability luminescence. actives 1% (n = 360,000);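 active = compounds causing at least 50% loss of cell viability in the single-dose screen, relative to plate controls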
HIF-2a block = inhibitors of HIF-2a; 786-0 RCC cells HIF-2a reporter, luciferase luminescence, overnight; inhibition, % at 18.8 µM; actives 0.72% (n = 360,000);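 active = inhibition of the luminescence signal of 40% or more relative to plate controls, in a single-dose primary screen at 18.75 µM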
* hit, by the source's call; / = not tested or not shown. Only part of the results is shown; the hit share may differ from the screen's.

Fields: Shn3 inh set2	CF NFkB inh	iPSC survival up	KKLEB tox	NR2E3 ag-1	LMP1 NFkB inh	Peg3 prom inh	NR2E3 ag-2	MITF TRPM1 inh	TRAIL sens C8	HIF-2a block
Cc1ccc(-c2nnc(SCC(=O)NNC(=O)COc3ccccc3C)n2C)cc1
→ -13	8	-0.9	7	-10	-7	7	1	13	-5	3
CC(C)OCCCNC(=O)c1ccc(Br)cc1
→ -43	-2	3.4	9	-46	-19	-96	0	-43	14	-118
O=C(Nc1cccnc1)c1ccc(Cl)c(S(=O)(=O)N2CCOCC2)c1
→ -1	-3	1.0	-4	-24	8	-5	0	3	13	8
CCNS(=O)(=O)c1cc(OC)ccc1OC
→ -23	-6	-2.1	0	-10	-3	5	3	-2	2	8
c1ccc(NNC2=NCCCCC2)cc1
→ 1	9	-0.6	2	44	-4	7	0	1	2	10
Cc1ccc(S(=O)(=O)c2nc(-c3ccccc3)oc2NCCN2CCOCC2)cc1
→ -2	-6	-0.1	5	3	-7	2	3	2	-7	15
O=C(c1ccc(S(=O)(=O)c2ccccc2)cc1)N1CCCCCC1
→ 6	-7	5.0	1	13	8	16	-1	2	3	10
COc1cccc(CC2(CO)CCCN(Cc3cnn(-c4ccccc4)c3)C2)c1 (configuration not stated)
→ 15	8	-0.3	-7	23	2	-2	1	8	-21	10
CCN(C(=O)COC(=O)C(C)(C)Oc1ccc(Cl)cc1)c1c(N)n(Cc2ccccc2)c(=O)[nH]c1=O
→ 20	-24	0.0	3	-3	6	16	/	-2	-14	2
COCCN(C(=O)CN1CCCc2ccccc21)c1c(N)n(Cc2ccccc2)c(=O)[nH]c1=O
→ -9	11	3.6	-6	3	0	15	-5	-11	4	-8
CC1(C(=O)Nc2cccc3c2CCCC3)CCN1C(=O)C1(c2ccccc2)CC1 (configuration not stated)
→ 18	2	0.6	9	6	/	11	/	/	2	14
CNC(=S)NNC(=O)c1cccc(N(C)C)c1
→ 1	1	2.0	16	-21	3	-1	2	-2	-8	-43
Cc1ccc(NC(=O)c2ccc3c(c2)CCN3S(C)(=O)=O)cc1C
→ -87	-9	-0.6	-5	-93	-32	-185	3	-74	16	-244
CC1=CC(C)(C)N(C(=O)CSc2nnc(N)s2)c2cc(C)c(C)cc21
→ -5	15	-0.2	1	-4	2	13	-1	-8	-7	-4
COCCNCCCCOc1ccccc1-c1ccccc1
→ 6	0	0.6	3	-4	4	20	2	-7	-16	10

Other entries:
Fields: Shn3 inh set2	CF NFkB inh	iPSC survival up	KKLEB tox	NR2E3 ag-1	LMP1 NFkB inh	Peg3 prom inh	NR2E3 ag-2	MITF TRPM1 inh	TRAIL sens C8	HIF-2a block
COc1cc2ccccc2cc1C(=O)N1CCCCC1
→ -3	2	-0.2	14	-17	2	-13	-3	17	-5	19
CN(Cc1cccc(F)c1)C(=O)C(c1ccccc1)c1ccccc1
→ 13	-12	-0.2	3	-18	1	22	/	2	-12	16
O=C(O)/C=C/c1cccc(NC(=O)Nc2ccc([N+](=O)[O-])cc2)c1
→ -5	-5	-0.7	4	-27	-1	15	-1	5	16	3
COc1ccccc1N=CC1=C(O)CC(c2ccccc2)CC1=O (configuration not stated)
→ -1	28	0.0	-7	7	-14	14	-1	14	0	-7
COc1cc(C=Nc2c(C)cc(C)cc2C)ccc1OC(C)=O
→ 17	4	-1.8	1	-10	0	-4	-1	2	-4	14
Cc1cc(C)n(-c2ncc(-c3ccccc3)nn2)n1
→ -46	-1	0.1	-21	-25	0	-120	0	-39	-10	-130
O=S(=O)(c1ccc2nc(Cc3ccccc3)[nH]c2c1)N1CCOCC1
→ -9	-2	2.5	3	12	-4	10	0	-2	0	13
CC(=O)c1sc(Nc2ccccn2)nc1C
→ -24	-5	0.4	-1	-7	-39	-52	9	4	-11	-130
COc1ccc(CNC(=O)CSCc2ccccc2Cl)cc1
→ -28	-4	-2.5	1	0	-26	-102	-1	-29	-11	-187
O=C1CC(c2ccc(O)c(O)c2)Oc2cc(O)cc(O)c21 (configuration not stated)
→ 8	18	0.1	-8	-69	-3	-19	2	-14	-2	-43
CC(=O)Nc1cccc(CP(=O)(c2ccccc2)c2ccccc2)c1
→ 27	-8	0.2	4	-14	-1	14	-1	-2	4	18
CCCCN(C1CCS(=O)(=O)C1)S(=O)(=O)c1cccs1 (configuration not stated)
→ -22	-2	-0.5	10	-4	7	6	6	1	9	10
Cc1ccc(OCCNC(=O)c2cccc(C)c2)cc1
→ 5	-4	-0.5	2	-12	-3	-15	0	12	-18	-38
NS(=O)(=O)c1cccc(NC(=O)Nc2ccc(Cl)cc2)c1
→ -17	7	0.8	-12	-66	-9	-195	2	-40	1	-252
O=C(CC(=O)c1cccnc1)c1ccccc1
→ 11	-20	-1.2	35	-63	7	-46	/	-46	4	-123

Further records.
Fields: Shn3 inh set2	CF NFkB inh	iPSC survival up	KKLEB tox	NR2E3 ag-1	LMP1 NFkB inh	Peg3 prom inh	NR2E3 ag-2	MITF TRPM1 inh	TRAIL sens C8	HIF-2a block
Cc1cc(Cl)ccc1NNC(=O)c1snnc1C
→ 15	12	-0.7	-5	-27	-28	8	-1	9	-6	12
Cc1occc(=O)c1OCc1ccc(Cl)cc1Cl
→ -18	5	-0.4	10	-9	-5	-17	0	/	5	-15
COc1ccc(-c2cc(-c3ccccc3)nc(SC(C)C(=O)O)c2C#N)cc1 (configuration not stated)
→ -23	5	1.4	12	-16	-3	27	11	10	-19	21
CC(C)(C)c1ccc(OCC(=O)Nc2ccc(-c3nc4cccnc4o3)cc2)cc1
→ -19	-12	-1.8	0	-42	-10	-126	3	-44	6	-14
C/C(Cl)=C\Cn1c(NCCc2ccccc2)nc2c1c(=O)n(C)c(=O)n2C
→ 88*	8	-1.3	21	-1	31	2	4	7	39	-3
COc1ccccc1-n1nnnc1SCC(=O)N(C)C1CCS(=O)(=O)C1 (configuration not stated)
→ 4	4	-2.7	-1	-1	-8	9	2	-6	-7	1
O=C(NC(=S)Nc1ccc(CN2CCOCC2)cc1)c1cc2ccccc2o1
→ 3	-11	1.0	2	-14	8	-41	2	-30	0	-121
c1ccc2sc(Nc3nc4cc5c(cc4s3)OCO5)nc2c1
→ -80	-14	0.9	-3	-146	-64	-301	-1	-64	11	-250
O=C(NC(=S)N1CCc2ccccc21)c1ccccc1Cl
→ -28	-11	0.0	-5	-22	-3	-60	-2	-9	23	-87
COc1ccc(S(=O)(=O)N2CC(C)N(C(=O)N(C)C)C2C(C)C)cc1 (configuration not stated)
→ 7	-4	-0.5	10	-20	0	-1	2	-6	2	15
CCCNC(=S)N1CCN(c2nc(C)nc3sc4c(c23)CCCC4)CC1
→ 25	4	0.2	-4	-13	5	28	0	18	-3	14
Cc1ccc(S(=O)(=O)N2CCOCC2)cc1NC(=O)COC(=O)Cc1ccsc1
→ -12	6	0.4	-4	0	-2	9	2	19	9	4
CC1(C)CC(=O)c2cc(C(=O)NC3CCSC3=O)c(=O)n(-c3ccccc3)c2C1 (configuration not stated)
→ 19	-3	2.2	-5	-10	5	-1	2	15	-5	9
COc1ccc(-n2c(N)c(C(=O)NCC3CCCO3)sc2=S)cc1 (configuration not stated)
→ 1	0	-2.0	8	-10	5	6	6	4	-15	8
Cc1ccc(CN2CCN(Cc3ccc4c(c3)OCCO4)CC2CCO)cc1 (configuration not stated)
→ -18	10	-0.4	-14	5	1	16	-5	2	-10	9
CC1=C(C(=O)N2CCOCC2)CC(CC(=O)NCc2cccc3ccccc23)C(=O)N1Cc1ccccc1 (configuration not stated)
→ 2	21	0.2	-8	-15	-17	3	/	/	-16	10
